High-throughput results as filed in PubChem.
EBV LMP1 NFkB = inhibitors of Epstein-Barr LMP1-induced NF-kappaB reporter | LMP1-induced NF-kappaB luciferase reporter cells, luminescence | 350,000 tested, 0.69% active | inhibition, % at 12.5 µM; in the data active = inhibition above about 41%;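 also: 0% = neutral control wells and 100% = reference inhibitor control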
NR2E3 ag-1 = activates human NR2E3 receptor | 360,000 tested, 0.35% active | CHO-S Gal4-NCOR/VP16-NR2E3 two-hybrid, luciferase | inhibition of corepressor binding, % at 3.98 µM | AID 602229 | Q9Y5X4;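 active = inhibition above the mean of all tested compounds plus 3 SD, cut at about 70% in these data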;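 also: 0% = DMSO with NR2E3 transfected cells and 100% = cells lacking NR2E3 construct; higher means lower luciferase signal from less NR2E3 corepressor binding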
Target sequence (Q9Y5X4 whole entry, looked up, the tested form may be a part): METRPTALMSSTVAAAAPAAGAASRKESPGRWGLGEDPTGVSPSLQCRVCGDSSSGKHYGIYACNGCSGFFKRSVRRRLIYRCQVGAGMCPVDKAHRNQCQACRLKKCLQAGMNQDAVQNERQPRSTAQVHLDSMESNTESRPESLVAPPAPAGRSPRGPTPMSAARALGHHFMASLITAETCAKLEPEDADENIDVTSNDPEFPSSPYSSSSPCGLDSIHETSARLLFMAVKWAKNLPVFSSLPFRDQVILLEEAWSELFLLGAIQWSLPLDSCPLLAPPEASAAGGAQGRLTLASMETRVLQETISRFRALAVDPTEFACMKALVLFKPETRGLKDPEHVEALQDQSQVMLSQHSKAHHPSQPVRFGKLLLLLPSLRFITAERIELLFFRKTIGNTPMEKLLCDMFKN
CF NFkB inh = inhibitors of cystic fibrosis induced NF-kB. AID 588850. inhibition, % at 5 µM. KKLEB NF-kB-GFP reporter, PAF-induced, GFP fluorescence overnight. 360,000 tested, 0.86% active;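 active = at least 50% inhibition at 5 µM, scaled per plate between neutral and stimulator controls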;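 also: PAF is a Pseudomonas aeruginosa culture filtrate used as stimulus; plate controls were PAF-stimulated DMSO wells for no effect and unstimulated DMSO wells for full effect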
Shn3 inh set2 = reduces Shn3 3'UTR luciferase signal in osteoblasts; Clone20 osteoblast Shn3 3'UTR firefly luciferase, 24 h; inhibition, % at 12.5 µM; 360,000 tested, 0.52% active; AID 588674;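 active = mean inhibition of at least 75% with every replicate also reaching 75%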;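 also: 0% = median of neutral control wells and 100% = pilot-screen positive control compound; some compounds past the cut are filed as inactive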
Peg3 prom inh = inhibitors of Peg3 promoter; HeLa PEG-Prom luciferase reporter, luminescence, overnight; inhibition, % at 20 µM; 360,000 tested, 1.7% active; AID 588405;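 active = inhibition of at least 50% at 20 µM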
iPSC survival up = hiPSC single-cell survival enhancement; ATPlite luminescence; 100% = ROCK inhibitor wells, 0% = DMSO; survival enhancement, % at 20 µM; 360,000 tested, 0.044% active; AID 602274; in the data active = survival enhancement above about 18%;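 also: cells exposed to compounds for 16 hours before the ATP read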
MITF TRPM1 inh = MITF TRPM1 promoter inhibition in SK-MEL-5 cells; SK-MEL-5 TRPM1 promoter luciferase, 24 h; 330,000 tested, 0.83% active; inhibition, % at 12.5 µM;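 active = mean inhibition across replicates of 60% or more, whatever share of single replicates reaches that level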; also: values of inactives mirror those of a sister screen read the other way
KKLEB tox = counter-screen for CF NF-kB inhibitors: cytotoxicity | KKLEB CF airway cells viability, ATPlite luminescence, overnight; active compounds read low; cells stimulated with P. aeruginosa culture filtrate | activity change (cytotoxicity), % at 5 µM | 360,000 tested, 0.36% active;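 active = corrected activity change at or below -50% at 5 µM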
HIF-2a block = HIF-2a inhibition. 786-0 RCC cells HIF-2a reporter, luciferase luminescence, overnight. inhibition, % at 18.8 µM. 360,000 tested, 0.72% active;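 active = inhibition of the luminescence signal of 40% or more relative to plate controls, in a single-dose primary screen at 18.75 µM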
TRAIL sens C8 = caspase-8 TRAIL sensitization; NB7+C8 cells + TRAIL, ATPlite viability luminescence; inhibition (viability loss, TRAIL sensitization), % at 10 µM; 360,000 tested, 1% active;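 active = compounds causing at least 50% loss of cell viability in the single-dose screen, relative to plate controls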
NR2E3 ag-2 = agonists of human nuclear receptor NR2E3. Q9Y5X4. GST-NR2E3/biotin-RetCOR TR-FRET, 1536-well. inhibition of corepressor binding, % at 4.78 µM. 320,000 tested, 0.12% active. AID 2300;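 active = percent inhibition above the cutoff of mean plus 3 SD of all tested compounds, set per screening campaign, cut at about 20% in these data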;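 also: 0% = DMSO wells and 100% = biotin wells as full block of FRET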
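System: GST-tagged NR2E3 plus biotinylated RetCOR corepressor; Amount: 1.35 nM GST-tagged NR2E3 final; Dosing: single nominal compound dose of 4.8 µM; Schedule: 5 h incubation at 4 °C; Technique: TR-FRET with europium anti-GST and streptavidin-D2, 340 nm excitation; Controls: biotin wells as high control, 0.6% DMSO wells as low control.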
Active calls of the source: *; nt = no result given; & = joins results of further samples. This is a subset. The share of hits here may be higher or lower than overall.

SMILES	EBV LMP1 NFkB	NR2E3 ag-1	CF NFkB inh	Shn3 inh set2	Peg3 prom inh	iPSC survival up	MITF TRPM1 inh	KKLEB tox	HIF-2a block	TRAIL sens C8	NR2E3 ag-2
COC(=O)c1cn(Cc2ccc(C(F)(F)F)cc2)cc(F)c1=O	-9	15	-7	-6	-2	-0.3	3	4	16	-5	-2
CCNc1nc(NCC)n2c(SCC(=O)N3CC4(C)CC3CC(C)(C)C4)nnc2n1 (configuration not stated)	7	12	4	7	9	0.9	2	6	14	-2	0
CC(C)(C)c1ccc(OCCOCCn2cnc3ccccc3c2=O)cc1	-11	-31	-1	-15	-36	0.4	-12	4	-64	-4	3
Cc1cccc(N=C2NN=C(c3ccc4c(c3)OCCO4)CS2)c1	-23	-88	4	-47	-223	-0.8	-43	-20	-190	29	2
COc1ccccc1CNC(=O)CN1NS(=O)(=O)c2ccccc2C1=O	3	10	4	-8	10	16	3	11	6	-15	nt
CC(C(=O)O)c1ccc(-c2ccccc2)c(F)c1 (configuration not stated)	-3&0	12&-20	15&-15	-3&-3&48	8&-17	0.7&-0.6	12&-8	29&5	-1&12	1&12	1
Cc1cccc(Nc2nnc(SCC(=O)NCc3cccs3)s2)c1	-2	-10	-6	-1	-62	-0.4	-4	3	-99	9	8
Cc1onc(-c2ccccc2)c1C(=O)N/N=C/c1cc2c(cc1Br)OCO2	7	2	-6	36	22	4.3	-7	-2	25	-26	3
Cc1ncc([N+](=O)[O-])n1CC(=O)Nc1ccc(Br)cc1	0	-30	-27	-7	16	-0.1	-9	10	17	5	-1
CC(=O)c1ccc(NC(=O)NC2CCCc3ccccc32)cc1 (configuration not stated)	-7	-41	15	-21	-16	-0.4	-15	-6	-58	0	-2
Cc1ccc2c(-c3ccc([N+](=O)[O-])cc3)cc(=O)[nH]c2c1	1	7	4	9	31	-0.4	-1	-7	19	2	6
CC(NC(=O)COC(=O)CC(c1ccccc1)c1ccccc1)c1ccccc1 (configuration not stated)	5	-41	2	13	20	1.3	-5	-7	16	-9	1
O=C(COc1ccccc1Br)Nc1ccc(S(=O)(=O)N2CCCC2)cc1	11	-43	-6	2	-8	0.4	-3	11	-6	9	5
CC1(C)CC(=O)C=C(Nc2ccc3c(c2)OCCO3)C1	-4	18	-8	11	-33	15	-7	5	27	1	-1
Cc1cc2nc3c(nc2cc1C)C1(C(=O)N(C)C)CCC3(C)C1(C)C (configuration not stated)	3	-9	3	10	13	1.6	5	5	20	1	1
COc1cccc(/C=C2\SC(=O)N(CCC(=O)N3CCCCC3CCO)C2=O)c1 (configuration not stated)	5	-9	-3	3	-3	-0.5	-6	1	-13	8	2
O=C(COc1ccc(Cl)cc1)NCCSCc1cccc(Cl)c1	4	-19	0	-2	12	4.1	-7	-7	21	-6	-2
CC1=CC(C)(C)NC(=S)N1c1cccc(Cl)c1	2	-16	-18	-17	-3	3.9	3	14	12	-6	nt
O=C(Nc1ccc(F)cc1)c1ccccc1NC(=O)C1CCCCC1C(=O)O (configuration not stated)	-11	-12	5	8	3	-0.6	0	-2	-7	-8	nt
Cc1cc(OCC(=O)Nc2ccc(N3CCCC3)cc2)cc(C)c1Cl	-13	-13	-1	-9	-3	-2.2	4	-5	17	-7	-2
Cc1nc(NC(=O)/C=C/c2ccccc2)sc1C(=O)Nc1cccc(Cl)c1	-16	-22	25	-26	26	-1.2	14	-25	11	0	1
O=Cc1ccc(OCCN2CCCC2=O)cc1	-2	20	-22	7	13	-0.6	1	14	14	2	-5
O=C(NCC1CCCO1)C1CCN(C2CCN(CCCC3CCCC3)CC2)CC1 (configuration not stated)	-1	19	4	-42	-6	-2.4	-20	-9	9	-7	0
COc1ccc(CC(=O)NCC2(N3CCCCC3)CCCCC2)cc1	-3	24	-12	17	2	1.9	-9	15	8	3	-1
COc1cccc2cc(C(C)OC(=O)Nc3ccc(C)cc3)oc12 (configuration not stated)	2	13	6	-3	-3	-0.7	-7	0	-46	-3	0
Continuation.
SMILES	EBV LMP1 NFkB	NR2E3 ag-1	CF NFkB inh	Shn3 inh set2	Peg3 prom inh	iPSC survival up	MITF TRPM1 inh	KKLEB tox	HIF-2a block	TRAIL sens C8	NR2E3 ag-2
O=c1cc(-c2ccsc2)oc2ccccc12	-28	-40	0	-44	-166	1.7	-58	-19	-222	7	nt
O=C(OCc1ccccc1)N1CCC2CC1c1c2cccc1N1CCOCC1 (configuration not stated)	nt	5	-9	-6	32	0.5	nt	-4	10	3	nt
Cc1[nH]c(C)c(S(=O)(=O)Nc2ccc(OC(F)(F)F)cc2)c1C(=O)N1CCCCC1	-5	4	2	2	0	-0.1	9	5	7	-7	0
Cc1cccn2c(=O)c3cc(C(=O)NCc4ccc(F)cc4)c(=N)n(CC4CCCO4)c3nc12 (configuration not stated)	-8	-9	-40	6	-1	-0.6	-4	-10	25	7	-1
Cc1cccc2cc(C#N)c(N3CCCC3)nc12	0	-5	9	-26	9	1.6	-6	-4	1	2	-6
CSc1nnc(-c2ccccc2)n1N	-6	-4	1	-4	11	4.0	-3	-3	8	7	nt
Cc1cccc(NNC(=S)Nc2ccccc2)c1	-29	0	-21	-5	-52	-3.0	nt	15	-13	16	nt
CCn1c(SC)nnc1-c1nnc(SC)n1CC	-6	-14	5	nt	12	2.7	6	-5	18	10	3
Cc1sc2c(=O)n3c(nc2c1C(=O)NCCCN1CCOCC1)CCCCC3	0	-7	2	0	11	3.0	-2	1	0	8	-1
CCCCn1c(SCC(=O)Nc2cccc(C)n2)nnc1-c1ccco1	0	-37	4	0	15	0.3	-8	6	10	-8	2
O=C1CC(N2CCN(Cc3ccccc3)CC2)C(=O)N1c1ccccc1 (configuration not stated)	8	-9	5	7	25	-0.6	11	0	0	-3	-1
Cc1ccc(-c2csc3ncn(-n4c(C)ccc4C)c(=O)c23)o1	-3	-32	5	-4	-7	-0.7	-3	-2	4	-28	-1
Cc1ccc(C2Cc3cc(O)c(O)cc3CN2)cc1 (configuration not stated)	nt	-15	-6	21	9	-0.5	nt	4	19	21	1
COc1ccccc1-c1nc(C#N)c(N2CC(C)CC(C)C2)o1 (configuration not stated)	11	-4	21	17	8	0.2	-9	-6	-6	2	1
C/C(CC(=O)Nc1ccc(N(C)C)cc1)=N\NC(=O)C(=O)NCc1ccccc1	0	-28	-17	4	1	-1.2	6	6	-11	5	-4
CN(NC(=O)c1ccc(Cl)cc1Cl)C1=NS(=O)(=O)c2ccccc21	-5	-1	-23	-8	7	-0.9	nt	17	3	2	3
COc1cccc(-c2cc(C(=O)Nc3cc(C)n(Cc4ccc(Cl)cc4)n3)no2)c1	21	0	-1	18	13	-0.5	19	-18	-41	-2	-1
COc1ccc(Cl)cc1N1Cc2ccccc2C1	-11	-32	4	6	17	-2.6	16	-4	4	-3	5
Cn1nnnc1SCC(=O)Nc1nc(-c2ccc(F)c(F)c2)cs1	5	8	-21	-9	-18	-0.1	-12	3	-64	0	0
O=c1c2ccccc2[nH]c(=S)n1CCC1=CCCCC1	3	-40	3	-47	-88	0.3	-15	3	-85	-3	3
CNC(=O)Nc1ccccc1C(=O)Nc1ccccc1	1	6	-28	-2	-2	4.4	7	9	2	10	4
O=C(Nc1ccc(Nc2ccccc2)cc1)c1ccc(Br)cc1	-8	16	-7	-30	-2	0.4	-8	-33	8	0	0
COc1cc(/C=N/NC(=O)c2cccc(C)c2)ccc1OCC(=O)Nc1ccccc1	nt	-6	7	nt	-171	-0.7	nt	5	-160	17	1
COc1cc(C2/C(=C(\O)c3ccc4c(c3)OCCO4)C(=O)C(=O)N2CCN2CCOCC2)cc(OC)c1OC (configuration not stated)	-7	-1	17	12	6	-0.4	2	2	-5	-3	nt
CC(C)C[C@@H]1NC(=O)[C@H](C(C)C)NC(=O)c2cc([N+](=O)[O-])cc(I)c2OCC[C@@H](C(N)=O)NC1=O	-4	19	-12	-7	-15	-1.1	-4	5	1	-17	2
Later entries:
SMILES	EBV LMP1 NFkB	NR2E3 ag-1	CF NFkB inh	Shn3 inh set2	Peg3 prom inh	iPSC survival up	MITF TRPM1 inh	KKLEB tox	HIF-2a block	TRAIL sens C8	NR2E3 ag-2
Cn1c(-c2ccccc2)cc2onc(-c3ccccc3)c2c1=O	39	-60	-12	39	-43	-5.4	8	-43	-5	81*	0
CC(Oc1ccccc1)C(=O)N1CCN(c2ccc(N3CCCCC3)nn2)CC1 (configuration not stated)	-1	16	0	-4	-13	0.2	-1	21	-3	-6	0
O=C(O)c1ccccc1C(=O)Nc1ccc(Oc2cccc3ccccc23)cc1	24	67	7	6	20	-1.1	73*	20	78*	0	nt
CCCCc1ccc(NC(=S)N2CCCC(CO)C2)cc1 (configuration not stated)	-19	-120	-5	-84	-227	-2.2	-105	-3	-196	29	3
COc1cc(NC(=O)CN2C(=O)NC(C)(CCC(C)C)C2=O)cc(OC)c1 (configuration not stated)	5	-20	-3	-8	1	-1.0	13	1	8	-13	-2
CCc1nc2ccc(C(=O)N3CCN(C(=O)c4ccco4)CC3)cn2c1N(CCC(C)C)CCN(C)C	nt	-12	-10	-13	-9	-1.0	nt	21	-5	5	nt
O=C(C1CCC(CNS(=O)(=O)c2cccc3nsnc23)CC1)N1CCN(c2ccccn2)CC1 (configuration not stated)	12	-6	7	21	38	0.1	6	-6	15	-8	-2
CCN(CC)c1ccc2cc(-c3nc4ccccc4[nH]3)c(=O)oc2c1	11	-46	-163	49	70*	-2.0	79*	-90*	-148	95*	-1
CCOc1ccc(NC(=O)CN2C(=O)CSC2=O)cc1	-6	-5	6	-17	-3	-2.5	-14	-6	4	2	3
CSc1nc2ccc(NS(=O)(=O)c3c(Cl)cccc3Cl)cc2s1	8	-5	-3	-10	31	6.4	-2	1	-8	-21	-2
COc1ccc(NC(=O)C2(C)CCN2Cc2ccc(OC)c3ccccc23)cc1OC (configuration not stated)	nt	0	32	13	10	0.2	nt	-10	-20	-2	nt
O=C(Nc1ccc(F)cc1)Nc1ccccc1N1CCCCC1	11	-16	12	15	6	-0.5	4	-2	7	-10	-2
CC12CC3(C)CC(C)(C1)CC(C(=O)NCc1cccnc1)(C2)C3	-9	15	-18	3	18	0.5	4	9	18	-19	0
